Screening data: PubChem, The Scripps Research Institute Molecular Screening Center
TAAR1 antagonist: antagonists of human TAAR1 | Q96RJ0 | CHO RD-HGA16 TAAR1, Fluo-8 calcium fluorescence, antagonist | inhibition, % at 3 µM | hit rate 1.5% among 360,000;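 active = inhibition above a per-plate cutoff, the mean inhibition of test compounds on that plate plus 3 SD, cut at about 49% in these data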;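 note: 0% = DMSO plus EC80 beta-PEA response and 100% = DMSO alone without agonist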
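Test system: CHO RD-HGA16 cells bearing hTAAR1 | Reagent: β-PEA, EC80 | Compound dosing: 3 µM, single point | Schedule: Dye loading 75 min at 37 °C, then 30 min room temperature | Signal: Calcium fluorescence with Fluo-8 | Evaluation: Percent inhibition of PEA-evoked calcium signal, max/basal emission ratio | Control set: DMSO-only wells and EC80 β-PEA-stimulated wells | Repeats: Singlicate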
CHO parental Ca: counter-screen: ATP calcium response change in parental CHO cells; parental CHO-K1, ATP-induced calcium, Fluo-8 fluorescence; inhibition, % at 5.6 µM; hit rate 0.63% among 330,000; AID 463079;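 active = inhibition above that plate's mean sample inhibition plus 3 SD, cut at about 26% in these data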;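 note: 0% = ATP-challenged DMSO wells and 100% = DMSO wells without ATP; some compounds past the cut are filed as inactive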
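Material: parental CHO cells / Compound: single nominal dose of 5.6 µM per compound / Signal: Fluo-8 fluorescence / Replicates: singlicate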
CHRM1 PAM: positive allosteric modulators of human M1 muscarinic receptor; CHO-K1 hM1, Fluo-8 calcium fluorescence, ACh EC20; 0% = ACh EC20, 100% = maximal ACh; activation, % at 3 µM; hit rate 0.088% among 360,000; AID 588819; in the data active = activation above about 19%, passing the limit was not always enough
Target sequence (P11229 whole entry, looked up): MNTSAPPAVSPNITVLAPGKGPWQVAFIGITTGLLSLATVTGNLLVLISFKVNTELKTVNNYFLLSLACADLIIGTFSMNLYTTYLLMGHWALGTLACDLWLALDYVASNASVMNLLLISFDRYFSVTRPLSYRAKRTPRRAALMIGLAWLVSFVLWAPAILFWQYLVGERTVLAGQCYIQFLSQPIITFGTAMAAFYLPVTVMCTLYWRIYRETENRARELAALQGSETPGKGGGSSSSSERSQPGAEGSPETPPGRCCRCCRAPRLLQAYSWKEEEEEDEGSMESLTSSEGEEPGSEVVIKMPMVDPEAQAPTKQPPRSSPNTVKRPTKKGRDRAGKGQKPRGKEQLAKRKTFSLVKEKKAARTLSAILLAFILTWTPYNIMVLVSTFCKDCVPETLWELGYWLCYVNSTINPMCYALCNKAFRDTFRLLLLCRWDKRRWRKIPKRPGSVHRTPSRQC
OXTR potentiator: potentiates the human oxytocin receptor response; activation, % at 3 µM; CHO-OTR cells, Fluo-8 calcium fluorescence, potentiator mode; 0% = oxytocin EC15, 100% = EC100; hit rate 0.061% among 320,000; P30559;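 active = activation above that plate's cutoff, the mean activation of tested compounds plus 3 SD, cut at about 6.6% in these data, passing the limit was not always enough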;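 note: 100% uses oxytocin at 75 nM as the full agonist control; some results filed as inactive read as strong as hits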
Target sequence (P30559 whole entry, looked up): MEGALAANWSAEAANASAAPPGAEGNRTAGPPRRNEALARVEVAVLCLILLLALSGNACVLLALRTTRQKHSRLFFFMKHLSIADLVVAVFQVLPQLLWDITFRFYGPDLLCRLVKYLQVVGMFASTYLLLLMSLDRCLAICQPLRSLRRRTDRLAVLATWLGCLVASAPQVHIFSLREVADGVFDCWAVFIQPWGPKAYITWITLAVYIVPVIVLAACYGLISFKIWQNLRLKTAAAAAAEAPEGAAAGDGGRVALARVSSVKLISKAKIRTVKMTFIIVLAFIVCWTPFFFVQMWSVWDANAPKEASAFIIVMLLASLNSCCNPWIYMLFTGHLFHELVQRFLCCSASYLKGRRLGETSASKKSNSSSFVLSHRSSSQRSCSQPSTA
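Assay system: CHO-OTR cells, human receptor / Also added: oxytocin at about EC15, sub-maximal agonist stimulus / Dosing: single dose, 3.0 µM nominal final compound concentration / Incubation: 6 min pre-incubation, 100 s read / Technique: Fluo-8 calcium dye fluorescence / Read-out: % activation vs EC15 and EC100 oxytocin / Benchmarks: EC15 oxytocin low, 75 nM oxytocin high / Replicates: singlicate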
OXTR ag: agonists of human oxytocin receptor. P30559. CHO-OTR cells, Fluo-8 calcium fluorescence; normalized: DMSO 0%, oxytocin 100%. activation, % at 3 µM. hit rate 0.32% among 320,000. AID 2435;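 active = activation above the mean of all tested compounds plus 3 SD, cutoff set per screening run, cut at about 20% in these data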;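 note: peak over basal fluorescence ratio from a 100 s FLIPR kinetic read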
CHRM1 antagonist: human CHRM1 antagonism; P11229; CHO-K1 hM1, Fluo-8 calcium fluorescence, ACh EC80 antagonist; inhibition, % at 3 µM; hit rate 1.3% among 360,000; AID 588852;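 active = percent inhibition above its own plate's cutoff, namely the mean of that plate's compound wells plus 3 SD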;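 note: peak over basal fluorescence ratio during 140 s after agonist addition; 0% = ACh EC80 plus DMSO and 100% = DMSO alone without agonist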
V1aR counter: V1a receptor agonism, counter-screen for OXTR agonists; P37288; CHO-V1R cells, Fluo-8 calcium fluorescence, agonist mode; 0% DMSO, 100% 3 nM vasopressin; activation, % at 3 µM; hit rate 0.25% among 320,000; AID 2797;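 active = activation above the mean activation of all tested compounds plus 3 SD, per screening run, cut at about 20% in these data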;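 note: signal is peak over basal fluorescence ratio across a 100 second FLIPR read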
M1 ag: activates human CHRM1 receptor; P11229; hit rate 0.33% among 360,000; CHO-K1 hM1, Fluo-8 calcium fluorescence, agonist mode; 0% DMSO, 100% acetylcholine EC100; activation, % at 3 µM;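 active = activation above the run's mean compound activation plus 3 SD, cut at about 16% in these data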;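 note: peak over basal fluorescence ratio within a 140 s kinetic read after compound addition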
TAAR1 ag: human TAAR1 agonism | Q96RJ0 | CHO RD-HGA16 TAAR1, Fluo-8 calcium fluorescence; vehicle wells 0%, saturating PEA agonist 100% | activation, % at 3 µM | hit rate 0.99% among 360,000 | AID 624467;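 active = activation above the mean activation of all test compounds in the run plus 3 SD, cut at about 38% in these data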
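Benchmarks: low control DMSO, high control PEA (EC100); System: CHO RD-HGA16 cells carrying human TAAR1 plus Gα16; Detection: Fluo-8 fluorescence, 5 s baseline then 140 s kinetic read; Schedule: 17-24 h plating, Fluo-8 75 min 37 °C, 30 min RT; Read-out basis: % activation from peak over basal fluorescence ratio, DMSO-to-PEA scaled.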
Active calls of the source: *; . = no result given. Rows are unselected. About 3.7% of those tested had a hit in this group.

SMILES	TAAR1 antagonist	CHO parental Ca	CHRM1 PAM	OXTR potentiator	OXTR ag	CHRM1 antagonist	V1aR counter	M1 ag	TAAR1 ag
CC(=O)N1CC(C)Sc2ccc(S(=O)(=O)NC3CCCCC3)cc21 (configuration not stated)	-4.1	-1.5	-6.9	-13.5	6.0	7.7	8.9	1.6	7.3
CCOC(=O)CN(C)Cc1cn(C)nc1-c1ccc(Oc2ccccc2)cc1	-1.7	-8.9	-0.4	-2.9	-1.9	-4.8	-0.3	-4.4	5.0
O=C(NC1CCN(Cc2ccccc2)CC1)c1cncc(Br)c1	-14.9	-0.2	-5.1	0.6	1.0	16.9	0.6	-8.4	0.3
CCN(CC)CCN1C(=O)C(=O)/C(=C(/O)c2ccc(S(=O)(=O)N3CCOCC3)cc2)C1c1ccc(C(C)C)cc1 (configuration not stated)	-26.7	4.6	7.4	0.2	1.3	-8.3	0.3	-11.1	5.7
COc1ccc(-c2nnc(NC(=O)CS(=O)(=O)c3ccc(Cl)cc3)o2)c(OC)c1	-8.7	-6.5	-0.2	-2.4	0.3	3.2	0.1	-2.6	-0.2
Cc1ccccc1OS(=O)(=O)c1cccc([N+](=O)[O-])c1	-20.1	.	0.9	.	.	-12.8	.	-7.8	-1.2
CCOc1cc(CN2CCN(S(=O)(=O)Cc3ccccc3)CC2)ccc1OC	-7.9	-9.5	16.4	-10.4	2.9	-13.5	2.2	-2.2	1.5
CCNC(=O)Cn1c(=O)c(=O)n(Cc2ccccc2)c2ccc(Cl)cc21	-0.7	-0.6	2.6	-7.7	0.6	0.3	0.4	-5.6	1.2
COCCn1c(SCC(=O)Nc2ccc3c(c2)OCCO3)nnc1-c1c[nH]c2ccccc12	6.5	-31.2	-7.7	-4.0	-0.9	13.0	-0.5	-3.5	2.5
Oc1ccccc1Nc1nc(NCc2ccco2)c2ccccc2n1	-39.4	1.9	-4.0	-8.6	5.9	8.3	3.8	-3.5	0.1

The closing five compounds of the section above are carried over, then new ones follow.
SMILES	TAAR1 antagonist	CHO parental Ca	CHRM1 PAM	OXTR potentiator	OXTR ag	CHRM1 antagonist	V1aR counter	M1 ag	TAAR1 ag
Cc1ccccc1OS(=O)(=O)c1cccc([N+](=O)[O-])c1	-20.1	.	0.9	.	.	-12.8	.	-7.8	-1.2
CCOc1cc(CN2CCN(S(=O)(=O)Cc3ccccc3)CC2)ccc1OC	-7.9	-9.5	16.4	-10.4	2.9	-13.5	2.2	-2.2	1.5
CCNC(=O)Cn1c(=O)c(=O)n(Cc2ccccc2)c2ccc(Cl)cc21	-0.7	-0.6	2.6	-7.7	0.6	0.3	0.4	-5.6	1.2
COCCn1c(SCC(=O)Nc2ccc3c(c2)OCCO3)nnc1-c1c[nH]c2ccccc12	6.5	-31.2	-7.7	-4.0	-0.9	13.0	-0.5	-3.5	2.5
Oc1ccccc1Nc1nc(NCc2ccco2)c2ccccc2n1	-39.4	1.9	-4.0	-8.6	5.9	8.3	3.8	-3.5	0.1
COC(=O)c1c(SCC(=O)NC2CCCCC2)[nH]c2ccccc2c1=O	-18.6	3.1	8.2	-5.4	1.5	-12.1	0.6	-0.5	0.8
Cc1ccc(C(O)c2ncc(-c3cccc(F)c3)[nH]2)cc1 (configuration not stated)	-7.2	.	4.9	.	.	-7.9	.	-0.1	1.5
C/C(=N/NC(=O)Cc1cccc2ccccc12)c1cccs1	17.9	4.9	-1.3	-13.4	4.4	5.1	3.0	-2.4	4.7
CCOc1cc(C(=O)OC(C)C(=O)Nc2ncc(Cl)cc2Cl)ccc1OCC(=O)N1CCOCC1 (configuration not stated)	-4.8	-3.4	14.8	0.8	0.9	-8.2	0.5	-8.7	0.7
c1ccc(-c2ccccc2OCCN2CCOCC2)cc1	-1.2	-11.9	-5.0	-1.0	-1.5	-5.1	-0.1	-10.7	1.3
Cc1cc(SCC(=O)NCCN2C(=O)CSC2=O)nc2ccccc12	6.6	-16.1	-0.3	-0.3	-1.4	-0.6	0.3	-9.9	6.3
O=C(OCC(=O)N(Cc1ccccc1)Cc1ccccc1)c1cccc(O)c1	63.1*	-11.5	6.4	-2.9	-0.9	-7.8	0.4	-1.3	7.1
OCCC1CCCCN1CC(O)COCc1ccc(Cl)cc1 (configuration not stated)	-1.9	-1.3	4.7	-5.9	0.1	-7.6	-0.9	-10.5	2.1
COc1cc(C(=O)NCc2nnc(SCC(=O)NC3CCCCC3)o2)cc(OC)c1OC	-4.2	-13.3	3.7	-7.7	-0.2	-2.6	-0.3	-2.5	1.3
Cc1cn(C2CC(OC(=O)C(C)C)C(CO)O2)c(=O)[nH]c1=O (configuration not stated)	8.2	-5.2	3.3	2.9	-0.2	-5.4	1.0	-1.2	14.4
N#Cc1nc(COc2ccccc2)oc1N1CCN(c2cccc(Cl)c2)CC1	0.8	-3.4	6.9	-0.8	0.3	-13.3	0.2	-2.9	3.1
CCCCc1noc(-c2c(-c3ccccc3Cl)noc2C)n1	36.7	-16.7	5.5	-0.8	-1.9	-5.3	2.6	-3.4	8.1
O=C(NCc1ccccc1Br)c1ccncc1	-15.4	1.0	7.2	-5.7	-0.1	-2.6	2.5	-2.7	0.2
O=C(c1ccc(F)cc1)N1CCOCC1	1.5	-2.6	13.1	-9.6	0.6	-15.1	-0.2	-2.7	7.9
Cc1nc2oc3c(NCc4ccccc4)ncnc3c2c2c1COC(C)(C)C2	0.3	-16.2	11.1	1.4	0.1	-5.6	-0.5	-3.2	18.2
COc1ccc(CC(=O)OCc2cc3ccccc3[nH]c2=O)cc1	5.2	-4.8	3.2	1.8	-2.1	-1.2	-1.1	-1.8	16.8
Cc1ccc(N/C=C(\C#N)c2ccc(OCCCF)cc2)cc1	12.5	-26.0	-3.3	-19.7	-2.2	-23.0	-0.7	-5.1	-0.3
C/C(O)=C(/N=O)C(=O)Nc1ccccc1	-2.5	-1.4	2.2	1.9	0.1	-19.2	1.2	-2.5	-1.2
N#Cc1nc(-c2ccccc2Cl)oc1N1CCOCC1	7.7	-15.1	5.9	-8.1	-0.9	-2.5	-0.9	-5.4	22.4
COc1ccc(C2CC2/C(C)=N/OC(=O)C2CC2)cc1 (configuration not stated)	4.4	-0.9	16.9	5.8	-0.3	-5.7	-0.3	-11.3	14.7
CC(=N)c1c(O)cc(C)oc1=O	1.6	.	3.2	.	.	-17.6	.	-0.8	1.5
COc1ccc(C(=O)c2oc3ccc(OC)cc3c2N)cc1	-17.3	-7.9	3.8	-1.7	4.8	-7.4	2.1	1.3	1.6
O=C(CC1C(=O)NCCN1Cc1c(F)cccc1Cl)NCCCOc1cccnc1 (configuration not stated)	-39.7	-20.2	17.1	-3.0	-0.8	-3.6	0.7	0.6	1.0
C=CCn1c(SCC(=O)Nc2sccc2C(N)=O)nc2ccc(Cl)cc2c1=O	29.2	9.3	-6.2	-21.9	5.8	15.6	5.8	0.2	17.0
CCOc1ccccc1/C=N/Nc1ccnc(=O)[nH]1	-8.3	.	9.7	.	.	-19.4	.	-1.7	9.1
CC/C(O)=C1\C(=O)CCCC1=NCc1nc2ccccc2[nH]1	-4.5	-5.8	2.3	-2.5	0.7	3.1	0.6	-2.6	2.8
COc1ccc(-c2nc3nc(C)cc(=O)n3[nH]2)cc1	14.2	-1.1	0.3	3.4	2.7	4.8	0.8	-4.2	3.0
CN(CC(=O)Nc1ccc(F)cc1)C(=O)CN1C(=O)c2ccccc2C1=O	9.8	-1.4	11.4	1.4	1.2	-11.3	0.5	-3.8	-0.9
O=C(Nc1ccccc1NC(=O)c1ccco1)c1ccco1	-1.9	2.2	0.8	-1.6	0.9	-5.9	0.3	-3.6	5.5
Cc1csc(NC(=O)c2ccc3ccccc3n2)n1	3.5	-14.2	-0.9	-4.9	-1.8	8.5	-1.1	-4.7	-1.4

Record cards, from the list above. Screens in order: TAAR1 antagonist, CHO parental Ca, CHRM1 PAM, OXTR potentiator, OXTR ag, CHRM1 antagonist, V1aR counter, M1 ag, TAAR1 ag
Listed for `O=C(CC1C(=O)NCCN1Cc1c(F)cccc1Cl)NCCCOc1cccnc1` (configuration not stated) = -39.7, -20.2, 17.1, -3.0, -0.8, -3.6, 0.7, 0.6, 1.0
Listed for `N#Cc1nc(-c2ccccc2Cl)oc1N1CCOCC1` = 7.7, -15.1, 5.9, -8.1, -0.9, -2.5, -0.9, -5.4, 22.4

(next part)
SMILES	TAAR1 antagonist	CHO parental Ca	CHRM1 PAM	OXTR potentiator	OXTR ag	CHRM1 antagonist	V1aR counter	M1 ag	TAAR1 ag
CC1(C)N=C(SCC(=O)Nc2ccccc2)C(c2ccc(Cl)cc2)=N1	53.7*	-9.9	-1.9	-12.6	3.1	12.3	2.7	0.8	8.2
CC(=O)c1ccc(NC(=O)C2C3C=CC(O3)C2C(=O)O)cc1 (configuration not stated)	4.9	0.7	17.8	-18.9	-0.3	-9.3	1.6	-1.6	-1.9
Cc1cc(OCC(=O)O)c2ccccc2n1	-11.4	5.8	3.5	-1.3	2.4	-2.4	3.8	-1.9	2.5
O=C(CCCOc1cccc(Br)c1)NC1CCC(O)CC1 (configuration not stated)	-30.9	-6.6	6.3	-3.5	0.6	-11.3	0.8	-3.8	7.4
CCCCNC(=O)c1ccc(CS(=O)(=O)c2cccc(C(F)(F)F)c2)o1	-1.9	-7.7	1.7	-5.9	2.9	-3.5	1.1	-2.6	7.8
COC(=O)c1cnn(-c2cc(Oc3cccc(C)c3)ncn2)c1N	-8.5	-31.3	1.3	1.4	-0.8	4.3	1.7	-3.4	6.9
COc1ccc(CNC(=O)CN2C(=O)CSc3ccc(S(=O)(=O)N4CCOCC4)cc32)c(OC)c1	-3.3	5.8	1.6	-7.0	3.4	-5.8	2.0	-7.0	0.4
O=C(NCCc1ccccc1)c1cc(-c2ccncc2)nc2ccc(S(=O)(=O)N3CCOCC3)cc12	-19.9	-4.2	7.9	-8.6	-0.1	-9.8	1.4	-2.4	22.9
O=C(CCC1CCN(C(=O)C2CC=CCC2)CC1)Nc1ccccc1 (configuration not stated)	-6.0	.	7.2	.	.	-16.8	.	-2.9	1.1
